Fh CTSL1 inh – counter-screen for PFM18AAP inhibitors: inhibitors of F. hepatica cathepsin L1. 300,000 tested, 0.49% active. inhibition, % at 5.96 µM. AID 1906. recombinant F. hepatica cathepsin L1, Z-Leu-Arg-MCA fluorescence;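 active means inhibition above the mean of all tested compounds plus 3 SD, set per screening campaign, cut at about 17% in these data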;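 further: 0% = plate median of test compound wells and 100% = 1 µM Z-Phe-Ala-diazomethylketone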
core dimer inh – HCV core protein dimerization inhibition. 300,000 tested, 0.33% active. inhibition, % at 5 µM. TR-FRET GST/Flag-core106 dimerization, 1536-well;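 active means inhibition above the mean of all tested compounds plus 3 SD, set per screening campaign, cut at about 45% in these data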
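Assay system: Tagged HCV core106 pair (GST and Flag) | Buffer or medium: KF-containing HEPES buffer, pH 7.45, DTT, CHAPS, BSA | Also added: Eu donor and XL665 acceptor anti-tag antibodies | Dosing: One concentration, 5 µM, in 0.5% DMSO | Timing: 4 h at 22.5 °C | Technique: TR-FRET 671 and 617 nm emission | Repeats: Singlicate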
proCasp3 act – procaspase-3 (human) activation; recombinant procaspase-3 D3A, Ac-DEVD-pNA absorbance 405 nm; 330,000 tested, 0.11% active; P42574; activation, % at 8.5 µM;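 active means activation above the mean of all tested compounds plus 3 SD, cut at about 21% in these data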;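 further: 0% = DMSO alone and 100% = DMSO wells spiked with extra 5 µM PC-3 D3A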
Target sequence (P42574 whole entry D9A/D28A/D175A): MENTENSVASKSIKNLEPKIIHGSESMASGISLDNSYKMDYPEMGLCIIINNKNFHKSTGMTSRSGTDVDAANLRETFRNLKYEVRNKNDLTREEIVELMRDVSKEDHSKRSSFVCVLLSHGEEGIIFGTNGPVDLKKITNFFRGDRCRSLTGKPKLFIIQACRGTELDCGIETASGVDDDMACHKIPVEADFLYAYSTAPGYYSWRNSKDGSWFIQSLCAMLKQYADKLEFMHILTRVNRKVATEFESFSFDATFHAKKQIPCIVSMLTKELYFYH
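material = Procaspase-3 D3A mutant | probe or stimulus = Ac-DEVD-pNA | compound = single dose, 8.5 µM nominal compound, 0.8% DMSO | timing = 1 h preincubation, 2 h reaction | measured by = 405 nm absorbance of p-nitroaniline, reads at 0 and 120 min | benchmarks = DMSO-only low control, 5 µM PC-3 D3A high control | repeats = singlicate, each compound tested once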
proCasp7 act – counter-screen: procaspase-7 (human) activation; P55210; recombinant procaspase-7, Ac-DEVD-pNA absorbance 405 nm; D23A/D198A/D206A triple mutant, cannot self-cleave; scale: DMSO 0, 5 µM enzyme 100; activation, % at 8.5 µM; 330,000 tested, 0.093% active;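 active means percent activation above the screen-wide mean plus 3 SD, cut at about 25% in these data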
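Material: Procaspase-7 triple mutant (PC-7 D3A) | Quantity: 2 µM procaspase-7 mutant as dispensed | Reagent: DEVD-pNA substrate | Times: 1 h preincubation, 2 h reaction | Technique: 405 nm absorbance of p-nitroaniline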
PP1 counter – PP1-alpha (human) inhibition in PP5 counter-screen; P62136; purified PP1alpha, OMFP fluorescence; inhibition, % at 6.7 µM; 320,000 tested, 0.9% active; AID 2235;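 active means inhibition above the mean inhibition of all tested compounds plus 3 SD, computed separately for each screening campaign, cut at about 15% in these data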
JMJD2C inh – inhibitors of human GASC-1 (JMJD2C) demethylase. Q9H3R0. GST-JMJD2C(1-420) H3K9me3 demethylation, DELFIA europium. inhibition, % at 2.35 µM. 330,000 tested, 0.069% active. AID 2099;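 active means more than half of a compound's replicate wells show inhibition beyond 50%, single wells judged on their own value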;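 further: signal counts dimethyl H3K9 product captured on neutravidin plate; 0% = median of DMSO wells and 100% = 0.3 times that DMSO median; strong numbers were not always called active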
PP5 primary – blocks human protein phosphatase 5 activity; P53041; purified PP5c, OMFP substrate fluorescence; inhibition, % at 6.7 µM; 320,000 tested, 0.18% active;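 active means inhibition above the campaign's mean inhibition across all tested compounds plus 3 SD, cut at about 9.5% in these data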;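 further: 0% = DMSO only and 100% = 100 µM cantharidin control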
Target sequence (P53041 whole entry, looked up): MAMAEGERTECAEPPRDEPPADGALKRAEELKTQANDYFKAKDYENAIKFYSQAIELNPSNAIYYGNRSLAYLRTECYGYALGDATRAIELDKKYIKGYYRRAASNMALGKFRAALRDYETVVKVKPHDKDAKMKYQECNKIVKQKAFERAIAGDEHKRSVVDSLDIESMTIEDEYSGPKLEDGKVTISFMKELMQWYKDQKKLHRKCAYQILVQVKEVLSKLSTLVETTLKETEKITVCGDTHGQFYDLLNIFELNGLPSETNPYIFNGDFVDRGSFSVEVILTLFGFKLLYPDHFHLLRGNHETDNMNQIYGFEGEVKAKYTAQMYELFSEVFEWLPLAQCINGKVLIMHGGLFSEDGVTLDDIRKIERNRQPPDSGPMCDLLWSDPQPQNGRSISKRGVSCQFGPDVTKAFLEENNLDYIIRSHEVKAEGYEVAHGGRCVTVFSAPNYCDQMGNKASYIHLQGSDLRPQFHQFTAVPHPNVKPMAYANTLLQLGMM
GRK2 aptamer HTS – inhibitors of human GRK2 displacing RNA aptamer | 330,000 tested, 0.59% active | AID 488847 | bead flow cytometry, FAM-aptamer displacement from GRK2 | inhibition of aptamer binding, % at 10 µM;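 active means inhibition of aptamer binding above 40%, roughly 3 SD of noise, on plates passing a quality check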;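 further: median bead fluorescence of bound FAM aptamer so fluorescent compounds give negative values; no value below 0 was filed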
VLA-4 inh – inhibition in a human VLA-4 binding assay | P13612 | VLA-4 expressing cells, ligand binding flow cytometry | inhibition, % (about 7 µM as worked out from the volumes in the protocol) | 330,000 tested, 0.2% active; in the data active means inhibition above about 50%
* hit, by the source's call; . = no result given; & = joins results of further samples. An unsorted share of the library. Share with any hit: about 2.6%.

Structure,Fh CTSL1 inh,core dimer inh,proCasp3 act,proCasp7 act,PP1 counter,JMJD2C inh,PP5 primary,GRK2 aptamer HTS,VLA-4 inh
CC(C)CCN(C(=O)CCCSc1nc2ccccc2[nH]1)c1c(N)n(Cc2ccccc2)c(=O)[nH]c1=O,3,-1,3,7,-1,-21,2.3,0,-6
CC(C)C(=O)N1CCN(c2c(Cl)cccc2[N+](=O)[O-])CC1,-1,-3,-3,-2,0,-2,-0.5,0,-1
Cn1c(OCc2ccc3c(c2)OCO3)nc2c1c(=O)n(Cc1cccc(Cl)c1)c(=O)n2C,-1,1,7,-6,2,-21,-0.4,0,12
Cc1cccc(OC(C)C(=O)N/N=C\c2ccncc2)c1 (centres undefined),1,-4,-1,12,0,-2,2.5,1,15
COc1cc(Cl)c(C)cc1NC(=O)c1cccc(OC)c1OC,5,3,6,-1,-1,-13,2.4,0,6
Cc1c(C(=O)NCCN2CCOCC2)oc2ccc(Br)cc12,0,3,6,8,-2,8,-0.5,0,-1
O=C(c1ccccc1)C1CCN(C(=O)c2c(F)cccc2F)CC1,0,-6,0,1,2,11,1.5,6,0
COc1nc(OC)nc(N2CCC(NC(=O)C(Cc3ccc(C(C)C)cc3)NC(C)=O)CC2)n1 (centres undefined),4,10,-1,-6,-5,-5&9,-6.6,0,-2
CCC1(c2ccc(F)cc2)NC(=O)N(CC(=O)Nc2cccnc2Cl)C1=O (centres undefined),3,-4,7,3,-4,-3,-1.4,0,5
O=C(CCn1c(=O)oc2ccccc21)NCCCN1CCN(c2ccc(F)cc2)CC1,-1,-3,-1,2,-1,-9,-0.9,0,-8
COCCNC(=S)N1CCOCC1,-2,-3,-11,10,-3,25,0.7,1,2
C=CCNC(=O)c1onc(CSc2ccc(Cl)cc2)c1C(=O)O,4,-8,4,0,2,5,0.0,.,.
Cn1nc(CC(=O)NCc2cccc3ccccc23)c2ccccc2c1=O,0,-6,8,-2,-5,7,-0.9,1,16
O=C(Nc1cccc2ncccc12)c1ccc([N+](=O)[O-])o1,4,-3,2,4,2,3,1.6,2,8
CCOC(=O)N1CCN(C(=O)c2ccc(Cl)c(NC(=O)c3cccs3)c2)CC1,.,.,0,-2,-2,.,1.5,1,-17
CCNc1nc(NCC)nc(SCCOC(=O)c2ccccc2)n1,0,-1,2,1,0,1,0.3,2,1
CCCCNC(=S)N1CCN(c2ccc(C(C)=O)cc2)CC1,3,2,1,-8,-2,-1,1.4,0,-9
COc1ccc(S(=O)(=O)N2CCOCC2)cc1NC(=O)COC(=O)CCOc1ccc(C)cc1,-6,3,-1,6,-3,14,1.1,1,-8
Cc1cc(C(=O)N[C@H](c2ccccc2)[C@@]2(C)C[C@@H]2[C@@H](C)C(=O)Nc2ccc3ccccc3c2)no1,2,14,6,1,4,-16,-1.4,1,1
O=C(Nc1ccc(SC(F)F)cc1)c1ccc(F)cc1,2,-3,1,1,0,3,-1.6,3,-13
Cc1cc(C)c(N(C(=O)c2csnn2)C(C(=O)NC2CCCC2)c2ccncc2)c(C)c1 (centres undefined),-8,14,7,6,3,-9,0.8,0,14
COc1ccc(-c2nn(CCC#N)cc2/C=N/O)cc1,5,0,-6,10,-3,1,-1.7,0,0
COC(=O)Nc1ccc2ncn(C)c(=O)c2c1,1,2,3,-3,-1,-2,1.5,0,22
NC(=O)Cc1ccc(C(=O)c2ccc(Cl)cc2)s1,6,4,-4,-7,-2,-3,1.1,1,4
COc1cccc(N2CCN(C(=O)c3cc4c(s3)CCCCC4)CC2)c1,.,.,5,-3,8,9,-1.0,0,-29
Cc1ccc(Cn2c(N)nc3ccccc32)cc1,0,0,4,-2,3,2,-1.7,1,36
CO/N=C(\C(=O)N[C@@H]1C(=O)N2C(C(=O)O)=C(COC(C)=O)CS[C@H]12)c1csc(N)n1 (stereo in doubt),-2,-22,4&-10&3,2&-9&-11,-2,2,2.0,1&38&0,-7&37&24
CN(Cc1ccco1)C(=O)Cn1c(=O)oc2cc(S(=O)(=O)NCc3ccccc3)ccc21,-3,3,16,5,4,-14,1.4,2,-16
CC(C)(C)NC(=O)C(Cc1ccccc1)N1C(=O)c2ccccc2C1=O (centres undefined),-1,1,-7,-2,9,-8,2.7,2,6
O=C(CSc1cccc(C(F)(F)F)c1)N1CCN(S(=O)(=O)c2ccccc2)CC1,3,4,1,8,-1,-7,2.5,0,-2
COC(=O)c1ccccc1CC1SC(N)=NC1=O (centres undefined),-1,-2,2,-11,-3,7,0.1,1,5
Cc1ccccc1-n1nc(-c2cccnc2)cc1C(=O)NN,-1,0,-3,3,6,1,0.3,2,10
COc1ccccc1-c1nnc(C2CCN(S(=O)(=O)c3cccc([N+](=O)[O-])c3)CC2)o1,-2,15,11,7,-1,7,1.2,0,1
COc1ccc(N2CCN(C(=O)COC(=O)c3ccc(Cl)nc3)CC2)cc1,.,.,-3,6,0,2,0.2,0,-10
O=C1CCCCC1S(=O)(=O)c1ccccc1 (centres undefined),1,-8,-6,9,-1,6,-0.2,0,-7
O=c1c2cccnc2[nH]c(=S)n1Cc1ccccc1,-4,-5,-3,11,-1,11,2.0,2,-2
O=C(OC1CCCCC1)c1ccc(NC(=O)C2CCCCC2)cc1,2,4,-2,4,3,8,2.8,0,7
COc1ccc(C2=NO[C@@H]3[C@@H]4C[C@@H]([C@H]5C(=O)N(C)C(=O)[C@@H]45)[C@H]23)cc1,-5,1,-4,-1,-4,-4,0.8,1,3
CCc1ccccc1Nc1ncnc2ccccc12,-1,0,0,1,1,-6,0.0,0,-23
Cc1nc(-c2cccc(S(=O)(=O)N3CC(C)CC(C)C3)c2)cs1 (centres undefined),-1,10,-3,0,-3,-2,3.4,0,-13
CC(=O)c1cccc(NC(=O)c2cc3nc(C)cc(C)n3n2)c1,2,-1,2,3,-5,8,1.8,0,-1
CN(C)CCNC(=O)Nc1ccc(F)cc1F,1,-1,10,8,0,6,0.8,1,-3
COC(=O)C1=NN[C@H](C(=O)OC)[C@H]1c1ccccc1,1,-12,6,4,-4,-4,0.6,0,-2
Cc1cc(C)c(S(C)(=O)=O)c(Oc2ccc(C(C)(C)C)cc2)n1,-1,1,8,11,2,0,-1.0,1,7
O=C(Cn1ccnc1)c1ccc(Cl)cc1,3,-6,1,5,0,6,2.3,0,-4
CCN(CC)C(=O)CN1CCN(c2ccccc2F)CC1,-1,-5,1,-4,-1,-2,2.9,1,-7
Cc1c(C(=O)N2CCCCCC2)c(S(=O)(=O)Nc2cccc(F)c2)c(C)n1C,-3,14,5,5,-5,-5,-1.4,3,10
Cc1ccccc1NC(=O)Cn1nnc(C(=O)NCc2ccco2)c1N,-4,5,-1,1,-3,7,-0.3,0,-2
COc1cccc(Cn2cc(-c3cccc(C(F)(F)F)c3)nn2)c1,-2,-10,-1,-2,1,0,4.0,3,15
CC(=O)Oc1ccc(C(=O)[C@H]2[C@H]3C(=O)N(c4ccc(C)cc4)C(=O)[C@H]3[C@@H]3C=CC=NN32)cc1,-1,45,-6,-9,4,0,-5.4,0,4
Cc1ccc(S(=O)(=O)NCC(=O)NCC(=O)OCC(=O)N2CC(=O)Nc3ccccc32)cc1C,-4,-4,4,2,-4,0,-1.4,1,0
CCCn1c(SCC(=O)Nc2nccs2)nnc1-c1cccnc1,-10,3,-7,-4,3,28,-3.1,5,10
CCOC(=O)N1CCN(C(=O)c2ccc3c(c2)N(Cc2ccccc2)CCS3)CC1,0,8,5,2,8,-2,5.7,0,-11
Cc1[nH]c(=S)c(C#N)c(-c2ccccc2)c1C(=O)Nc1ccccc1,5,-2,-18,-32,-3,-10,2.3,0,3
Cc1cccc(NC(=O)CNC(=O)CN2C(=O)NC3(CCCCC3C)C2=O)c1C (centres undefined),-11,-5,14,8,-1,-5,-0.1,3,-6
O=C1c2ccc3c4c(ccc(c24)C(=O)N1c1ccc(O)cc1)C(=O)N(c1ccc(O)cc1)C3=O,1,3,-2,-3,1,-1,0.8,0,0

Other results follow:
Structure,Fh CTSL1 inh,core dimer inh,proCasp3 act,proCasp7 act,PP1 counter,JMJD2C inh,PP5 primary,GRK2 aptamer HTS,VLA-4 inh
Cc1ccccc1C(=O)/C=C1/c2ccccc2CC(C)(C)N1C,0,-2,1,3,1,-6,2.0,0,-3
Cc1ccc(-c2n[nH]c3c2C(c2cccc(O)c2)N(c2ccc(C(=O)O)cc2)C3=O)cc1 (centres undefined),-6,6,-5,-12,-4,-2,3.5,0,0
O=C(N/C(=C/c1ccccc1)C(=O)N1CCOCC1)c1ccc([N+](=O)[O-])cc1,1,7,-1,5,-3,-22,0.8,4,7
Brc1ccccc1CN1CCC(Cc2ccccc2)CC1,-1,8,8,-3,-4,-14,-0.1,1,-2
Cc1cc2ncn(S(=O)(=O)c3ccc(F)cc3)c2cc1C,1,-4,-6,14,-2,-28,-1.2,1,14
COc1ccc(NC(=O)Nc2ccc(C)cc2OC(F)F)cc1OC,-2,-8,-5,3,0,-12,2.2,0,6
COCCCNC(=O)C1CCC(CNS(=O)(=O)c2ccc(C)cc2)CC1 (centres undefined),-2,-2,1,6,-3,-6,-0.3,2,0
NC(=O)c1ccc(NC(=O)CN2CCN(Cc3ccccc3)CC2)cc1,0,-8,4,8,1,3,-2.4,0,2
CCOc1ccc(NS(=O)(=O)c2ccc(C(=O)NCC3(N4CCCCC4)CCCCC3)cc2)cc1,11,1,3,5,0,2,4.0,10,9
CC1CN(Cc2cn(C)nc2-c2ccc(Oc3ccccc3)cc2)CCN1C (centres undefined),5,-5,4,9,-1,-6,1.1,0,3
CC(C)c1nnc(NC(=O)CSc2ncn[nH]2)s1,-2,2,8,1,-3,-4,0.9,2,8
C=CCn1nc2ccccc2c1OCCO,-1,3,-13,1,-2,-12,2.3,3,1

Compound profiles, from the list above. Order of values: Fh CTSL1 inh, core dimer inh, proCasp3 act, proCasp7 act, PP1 counter, JMJD2C inh, PP5 primary, GRK2 aptamer HTS, VLA-4 inh
`CCOc1ccc(NS(=O)(=O)c2ccc(C(=O)NCC3(N4CCCCC4)CCCCC3)cc2)cc1` in the list: 11, 1, 3, 5, 0, 2, 4.0, 10, 9
`C=CCn1nc2ccccc2c1OCCO` in the list: -1, 3, -13, 1, -2, -12, 2.3, 3, 1
`CC1CN(Cc2cn(C)nc2-c2ccc(Oc3ccccc3)cc2)CCN1C` (centres undefined) in the list: 5, -5, 4, 9, -1, -6, 1.1, 0, 3
`CC(C)c1nnc(NC(=O)CSc2ncn[nH]2)s1` in the list: -2, 2, 8, 1, -3, -4, 0.9, 2, 8

Assay outcomes as filed in PubChem.
